Assay outcomes as filed in PubChem.
Lipid droplet: hepatic lipid droplet formation modulation; hit rate 0.4% among 240,000; AID 1656; inhibition, % at 6.5 µM; AML12 mouse hepatocytes, oleate lipid droplets, BODIPY imaging;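 active = lipid droplet intensity inhibited by at least 50%, with more than 500 cells counted; inconclusive = wells with under 300 cells, treated as cytotoxic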
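material = mouse AML12 hepatocyte cell line, fixed after treatment | also added = 100 µM oleic acid challenge | doses = compound at 6.5 µM only | schedule = overnight exposure | technique = Image-based BODIPY and DAPI two-channel analysis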
NS5 inhibitors: flavivirus cap methylation enzyme inhibition – biochemical, confirmation dose response, primary screen (AID 588689). hit rate 0.3% among 340,000. Dengue-2 NS5 methyltransferase capping enzyme assay, biochemical; higher % means a stronger effect. inhibition, % at 25 µM; hits with a dose series show IC50 in µM; in the data active = a potency from the dose series; inconclusive = inhibition above about 29% without an active follow-up result
HIV peptide binding: inhibitors of HIV fusion peptide binding, primary screen, biochemical, uHTS, fluorescence dequenching (AID 1986); cell-free peptide binding, fluorescence dequenching, 30 min; higher % means a stronger effect; one-dose inhibition, % at 20 µM; IC50 in µM for titrated hits; hit rate 0.3% among 290,000; in the data active = inhibition mostly above about 52%, no sharp cut-off; inactive = mostly below about 76%; note: some results filed as inactive read as strong as hits
LYP inhibition: PTPN22 lymphoid phosphatase activity blockers – biochemical, fluorescence intensity, uHTS (AID 1779); recombinant LYP phosphatase, fluorescence intensity; higher % means a stronger effect; inhibition, % at 11.5 µM; hits with a dose series show IC50 in µM; hit rate 0.054% among 290,000;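 note: plate controls were vehicle with enzyme for no effect and no enzyme for full effect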
XIAP displacement: small molecules displacing peptide from XIAP – biochemical, IAP family, fluorescence polarization (AID 1018); XIAP BIR domain, fluorescence polarization peptide displacement; higher % means a stronger effect; hit rate 0.007% among 200,000; displacement, % at 20 µM; hits with a dose series show IC50 in µM; in the data active = displacement above about 50%; note: a part of the inactive calls stands beside numbers as strong as those of hits
AID2073: inhibitors of Mint1-CaV2.2 protein interaction, biochemical, HTRF (AID 2073); HTRF protein-protein interaction, Mint1-CaV2.2; higher % means a stronger effect; inhibition, % at 20 µM, or IC50 in µM where a hit was titrated; hit rate 0.19% among 290,000; in the data active = inhibition mostly above about 51%, no sharp cut-off; inconclusive = no clear call, values can overlap the other calls; inactive = mostly below about 53%; note: some results filed as inactive read as strong as hits
Myeloid diff 2: promotes myeloid progenitor differentiation. ER-HoxA9 myeloid progenitors, lysozyme-GFP differentiation, flow cytometry. calls only at 10 µM. hit rate 1% among 360,000. AID 624256;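 active = normalized GFP-positive differentiation at or above the plate's own cutoff, the solvent-only control mean plus 3 SD; inconclusive = no clear call, values can overlap the other calls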;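 note: cells exposed to compound for four days before flow analysis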
HEK293 NOD2/NF-kB: NOD2 signaling inhibitors, cell-based, luminescence, uHTS, HEK293 (AID 1566); inhibition, % at 4 µM; hits with a dose series show EC50 in µM; HEK293 NOD2/NF-kB luciferase reporter, luminescence; higher % means a stronger effect; hit rate 0.63% among 290,000; note: many of its hits are not listed in these tables
Siah-1 displacement: blockers of Siah-1 interaction with plectin peptide – biochemical, fluorescence polarization, rhodamine-plectin, uHTS, primary screen (AID 1817); displacement, % at 20 µM, or IC50 in µM where a hit was titrated; Siah-1 / rhodamine-plectin peptide fluorescence polarization; higher % means a stronger effect; hit rate 0.02% among 290,000;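 active = displacement of at least 50% at 20 µM, with a fluorescence ratio check between 0.3 and a set limit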;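 note: plate controls were Siah plus tracer with DMSO for no effect and tracer alone without Siah for full effect; strong numbers were not always called active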
Lipid droplet cells 6.5 µM: recorded beside Lipid droplet, whose call it bears; cell count; measured here: cell count, cytotoxicity flag;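 cells counted across two imaged fields per well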
NS5 inhibitors pilot replicate: further read-out of NS5 inhibitors, marked with its call; inhibition, %; measured here: pilot screen replicate inhibition
Myeloid diff 2 GFP+ MAC1+ %: recorded beside Myeloid diff 2, whose call it bears; GFP+ MAC1+ double positive, %; measured here: differentiation confirmed by MAC1 staining
Starred values were filed as active, the others as inactive; i = inactive; ? = inconclusive; . = not tested or not shown. Cut-off read from the data, not from the text of the source, unless noted: active = inhibition above about 50%; inactive = the rest. An excerpt; rates above refer to the full screens.

SMILES	Lipid droplet	Lipid droplet cells 6.5 µM	NS5 inhibitors	HIV peptide binding	LYP inhibition	XIAP displacement	AID2073	Myeloid diff 2	Myeloid diff 2 GFP+ MAC1+ %	HEK293 NOD2/NF-kB	Siah-1 displacement	others
CC(=O)c1cccc(NCC(=O)c2ccc(C)c([N+](=O)[O-])c2)c1	-1	843	-6%	-1.3%	-8%	.	5%	i	0.4	16%	1%
COc1ccccc1NC(=O)COc1ccc(-c2nn(C)c(=O)c3ccccc23)cc1	12	830	-3%	-1.8%	0%	.	4%	i	0.6	26%	3%
Cc1nc2ccccn2c1C(=O)NNC(=S)Nc1ccc(Cl)cc1	-19	613	-2%	0.6%	-2%	1.9%	-3%	i	1.1	6%	-1%
O=C(Nc1cccc([N+](=O)[O-])c1)c1cccc(C(=O)Nc2cccc([N+](=O)[O-])c2)c1	8	804	-6%	-8.5%	4%	.	26%	i	0.6	1%	25%
O=c1c(C=Nc2cccc(C(F)(F)F)c2)c[nH]n1-c1cccc(Cl)n1	.	.	-14%	-2.4%	7%	-2.9%	1%	i	0.9	13%	3%
C#CCOCCOCCOCCNc1nc(N2CCN(C(=O)[C@H](Cc3ccc(O)cc3)n3cc([C@@H](N)C(C)CC)nn3)CC2)nc(N2CCN(C(=O)[C@H](Cc3cc4ccccc4[nH]3)n3cc([C@@H](N)CC(C)C)nn3)CC2)n1 (some centres undefined)	-3	701	.	-1.0%	-23%	-6.1%	14%	.	.	13%	2%
O=C(CN1CCN(Cc2ccccc2)CC1)NCc1ccccc1Cl	-9	761	1%	1.6%	-7%	.	0%	i	2.3	-5%	-3%
COc1cc(NC(=O)Cn2nnc(-c3ccncc3)n2)cc(OC)c1	.	.	1%	0.7%	-12%	3.0%	5%	i	6.9	16%	4%
C=CCN1C(=O)CS/C1=C(\C#N)S(=O)(=O)c1ccc(C)cc1	-2	773	-5%	4.9%	-6%	-7.3%	-5%	i	0.6	9%	-3%
CCCCCOc1ccc(Br)cc1CSC(=N)N	-9	521	.	-1.0%	-6%	-12%	-10%	?	.	21%	-1%
Cc1cccc(NC(=O)NCc2ccc3c(c2)cc(C)n3C)c1	-2	636	19%	4.4%	-5%	19%	9%	i	1.8	11%	-2%
COC(=O)c1cc(CNC(=O)CC(C)c2ccccc2)ccc1OC (centres undefined)	1	821	-3%	-1.0%	0%	.	2%	i	2.0	-2%	5%
CCOC(=O)c1cc(-c2ccc(/C=N\n3cnnc3)o2)ccc1Cl	17	697	-4%	0.0%	7%	-1.5%	-7%	i	0.9	-7%	6%
CCOC(=O)c1c(-c2ccccc2)csc1/N=C/C1C(=O)CCCC1=O	9	659	-1%	39%	-4%	-2.0%	-18%	i	0.9	11%	6%
O=C(CCC(=O)Nc1nnc(C2CCCCC2)s1)Nc1ccc(F)cc1	-23	705	-4%	-1.3%	-7%	.	-40%	i	2.5	12%	-4%
O=C(CSc1cn(CCNC(=O)c2ccccc2)c2ccccc12)NCC1CCCO1 (centres undefined)	-2	819	2%	2.1%	-13%	.	-3%	i	0.7	9%	2%
O=C(O)c1ccc2cccnc2c1O	-5	722	22%	-2.1%	0%	.	-6%	i	0.9	4%	4%
COc1cccc(N2CCN(C(=O)CNC(=O)c3sc4ccccc4c3Cl)CC2)c1	-4	809	-1%	3.4%	-12%	.	22%	i	1.7	38%	4%
CCCCNC(=O)c1ccc2c(c1)ncn2C1CCCC1	22	782	-1%	2.0%	-4%	-2.3%	-8%	i	5.4	-10%	-1%
COc1ccc(-c2nnc(SCC(=O)NCc3cccs3)n2C)cc1	-15	662	-3%	0.3%	-8%	5.2%	-5%	i	10	7%	1%
CN(C(=O)c1ccc(=O)n(Cc2ccc(Cl)cc2)c1)c1ccccc1	0	744	-1%	-2.5%	-3%	1.3%	-12%	i	0.2	-3%	-5%
CSc1ccc(/C=C/C(=O)c2ccc(NC(=O)Cc3ccccc3)cc2)cc1	.	.	-12%	1.9%	-4%	-6.3%	21%	i	0.5	9%	-2%
COc1ccc(OCC(=O)Nc2sc3c(c2C(=O)NCC2CCCO2)CCC3)cc1 (centres undefined)	.	.	-4%	-0.4%	1%	-9.5%	1%	i	19	17%	-4%
Cc1ccc(OCCSc2ncccn2)c(C)c1	28	683	-2%	-1.3%	-6%	3.9%	-5%	i	0.3	-172%	-4%
COc1ccc(C(=O)N/C(=C\c2cc(OC)c(OC)cc2[N+](=O)[O-])C(=O)NCC(=O)O)cc1	-3	690	-16%	1.2%	1%	18%	0%	i	0.1	14%	-1%
New compounds follow
SMILES	Lipid droplet	Lipid droplet cells 6.5 µM	NS5 inhibitors	HIV peptide binding	LYP inhibition	XIAP displacement	AID2073	Myeloid diff 2	Myeloid diff 2 GFP+ MAC1+ %	HEK293 NOD2/NF-kB	Siah-1 displacement	others
COC(=O)c1ccc(NC(=S)N2CCN(Cc3ccccc3)CC2)cc1	.	.	-8%	-2.3%	0%	-6.2%	-46%	i	1.0	1%	-3%
O=C(N1CCCC1)C12CC3CC(CC(Cl)(C3)C1)C2	-4	876	-6%	-2.9%	-7%	.	29%	i	0.3	19%	0%
CCc1nc2nc(C)c(NS(=O)(=O)c3ccc(C)c(C)c3)c(=O)n2[nH]1	-1	843	-2%	0.7%	-2%	.	5%	i	0.3	-11%	-3%
CSc1cc(C)[nH]c(=O)n1	2	727	-4%	-2.6%	-4%	-10%	-2%	i	0.1	13%	15%
O=C(CN1CCCC1)Nc1cc(C(F)(F)F)ccc1Cl	8	664	-3%	-1.1%	-3%	-4.8%	-2%	i	1.0	6%	5%
CCN(CC)CCCNC(=O)c1cn(-c2cccc(OC)c2)c(=O)c2ccccc12	10	823	-1%	-0.4%	-4%	.	2%	i	0.4	1%	2%
Cc1c([N+](=O)[O-])cc(C(=O)N2CCOCC2)cc1[N+](=O)[O-]	19	683	3%	-0.4%	-2%	-3.6%	2%	i	0.1	13%	0%
CCCN(Cc1cc2ccc(C)cc2[nH]c1=O)S(=O)(=O)c1ccccc1	15	791	4%	2.8%	2%	-14%	-2%	i	0.3	16%	-2%
O=C(Nc1ccc(N2CCOCC2)cc1N1CCOCC1)c1cccc([N+](=O)[O-])c1	-10	814	0%	-0.5%	-1%	.	6%	i	0.6	9%	1%
CSc1cccc(-n2cc(-c3ccc4c(c3)OCO4)[nH]c2=O)c1	.	.	-12%	13%	-1%	-12%	2%	i	11	-122%	0%
COC(=O)c1ccccc1NC(=O)C1CCCN(S(=O)(=O)c2ccccc2)C1 (centres undefined)	1	756	-12%	-1.8%	-2%	-6.6%	2%	i	0.9	24%	0%
CCCc1nnc(SCC(=O)N2C(C)CCCC2C)n1CC (centres undefined)	23	733	-4%	2.8%	-7%	-9.9%	-14%	i	1.0	14%	2%
Cc1cc(C)nc(SCCC(=O)Nc2ccccc2C)n1	.	.	2%	-0.6%	-9%	-3.4%	-3%	i	1.6	12%	-1%
Cc1cc(C)cc(Nc2ccc(C(=O)O)cc2N)c1	-3	758	20%	35%	4%	-1.8%	-8%	i	0.5	-21%	34%
COC(=O)c1c(C)oc(C)c1S(=O)(=O)NC(c1ccccc1)c1ccccc1	-28	704	1%	-1.2%	-3%	.	-10%	i	0.4	16%	2%
Cc1c([N+](=O)[O-])cc(C(=O)Nc2ccc(NC(=O)c3ccco3)cc2)cc1[N+](=O)[O-]	-21	735	-7%	2.2%	-14%	.	9%	i	1.9	19%	10%
C#CCNC(=O)C1=C[C@@H](c2cn(C(C)=O)c3ccccc23)C[C@@H](OCc2ccc(CO)cc2)O1	-24	689	-2%	-1.0%	-6%	-2.3%	?	i	0.7	10%	0%
COCCCNCCOc1ccccc1-c1ccccc1	20	617	-1%	1.8%	6%	-0.4%	-1%	i	0.3	13%	9%
O=C(NNC1CC(=O)N(c2ccc(Cl)cc2)C1=O)c1ccccc1Cl (centres undefined)	12	630	-2%	-0.7%	-5%	-5.3%	27%	i	0.7	19%	2%
CC(=O)Oc1ccc2nc(/C=C/c3ccccc3)oc(=O)c2c1	-29	788	-14%	1.2%	-12%	.	20%	i	0.3	10%	-1%
Cn1c(/C=N/NC(=O)c2ccccc2)nc2ccccc21	.	.	-4%	0.1%	-4%	-6.3%	37%	i	3.6	6%	-3%
O=C(CCC(=O)OCC(F)(F)C(F)F)Nc1ccccc1F	-3	791	-2%	-1.0%	-9%	-4.1%	-5%	i	0.2	9%	-2%
O=c1c([N+](=O)[O-])cc(C(F)(F)F)cn1Cc1cccc(Cl)c1	.	.	-5%	-1.1%	-3%	-9.7%	-5%	i	0.8	15%	-1%	NS5 inhibitors pilot replicate=3.2
CS(=O)(=O)Cc1ccc(C(=O)NC2CCN(Cc3ccccc3)C2)cc1 (centres undefined)	7	812	-11%	1.4%	-8%	.	-5%	i	0.3	-2%	0%
CC(C)CCNC(=O)CSc1nc2ccsc2c(=O)n1NC(=O)c1ccccc1	.	.	-7%	1.1%	0%	-4.1%	-1%	i	2.9	8%	0%	NS5 inhibitors pilot replicate=4.6

In the list so far, 3 contain a CF3 group:
SMILES	Lipid droplet	Lipid droplet cells 6.5 µM	NS5 inhibitors	HIV peptide binding	LYP inhibition	XIAP displacement	AID2073	Myeloid diff 2	Myeloid diff 2 GFP+ MAC1+ %	HEK293 NOD2/NF-kB	Siah-1 displacement	others
O=c1c(C=Nc2cccc(C(F)(F)F)c2)c[nH]n1-c1cccc(Cl)n1	.	.	-14%	-2.4%	7%	-2.9%	1%	i	0.9	13%	3%
O=C(CN1CCCC1)Nc1cc(C(F)(F)F)ccc1Cl	8	664	-3%	-1.1%	-3%	-4.8%	-2%	i	1.0	6%	5%
O=c1c([N+](=O)[O-])cc(C(F)(F)F)cn1Cc1cccc(Cl)c1	.	.	-5%	-1.1%	-3%	-9.7%	-5%	i	0.8	15%	-1%	NS5 inhibitors pilot replicate=3.2

(cont.)
SMILES	Lipid droplet	Lipid droplet cells 6.5 µM	NS5 inhibitors	HIV peptide binding	LYP inhibition	XIAP displacement	AID2073	Myeloid diff 2	Myeloid diff 2 GFP+ MAC1+ %	HEK293 NOD2/NF-kB	Siah-1 displacement	others
CCOc1ccccc1NC(=O)C1CCCN(S(=O)(=O)c2ccc3c(c2)C(C)(C)C(=O)N3C)C1 (centres undefined)	0	733	-3%	1.1%	-8%	.	-8%	i	4.6	-13%	1%
Cc1cc(C)c(C#N)c(N)n1	20	687	-5%	0.4%	-2%	-0.3%	2%	i	0.4	19%	6%
Cc1ccc(N(CC(=O)NCc2cccs2)S(=O)(=O)c2cccs2)cc1	-4	801	4%	-1.5%	-4%	-7.2%	-4%	i	2.0	1%	2%
CC(=O)c1sc(NC(=O)C2(F)C(F)(F)C(F)(F)C(F)(F)C(F)(F)C2(F)F)nc1C	.	.	9%	0.9%	-1%	-6.8%	-9%	i	6.3	55%*	-3%
CCN1CCC(C(N)=O)CC1	-6	725	2%	-2.6%	-5%	-8.7%	-1%	i	0.8	-14%	-5%
COc1cccc(C(=O)NCC(=O)OCC(=O)C(C)(C)C)c1	23	646	-4%	1.8%	-5%	-2.5%	13%	i	0.1	-4%	3%
